Assay outcomes deposited in PubChem by several laboratories.
GalR3 antagonist – human GalR3 antagonism | O60755 | HEK293 GalR3-CNG cAMP membrane potential fluorescence; galR3 body fused to GalR1 C-terminus | inhibition, % at 3 µM | actives 0.44% (n = 360,000);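 active means inhibition above the screen-wide average plus 3 SD, cut at about 13% in these data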;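 further: forskolin and galanin both at EC90 stimulate the cells; cAMP rise reported by CNG channel membrane potential dye signal; 0% = forskolin plus galanin with DMSO and 100% = forskolin alone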
Target sequence (O60755 1-299 limits assumed): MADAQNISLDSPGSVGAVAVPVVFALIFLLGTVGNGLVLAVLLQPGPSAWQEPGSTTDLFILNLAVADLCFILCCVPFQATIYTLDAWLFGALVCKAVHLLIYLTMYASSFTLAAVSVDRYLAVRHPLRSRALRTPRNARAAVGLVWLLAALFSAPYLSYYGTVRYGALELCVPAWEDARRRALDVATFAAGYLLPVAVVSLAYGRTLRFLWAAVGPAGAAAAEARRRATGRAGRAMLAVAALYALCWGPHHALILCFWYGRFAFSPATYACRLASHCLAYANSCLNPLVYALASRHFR
OXTR potentiator – potentiators of human oxytocin receptor. AID 2445. actives 0.061% (n = 320,000). activation, % at 3 µM. CHO-OTR cells, Fluo-8 calcium fluorescence, potentiator mode; 0% = oxytocin EC15, 100% = EC100. P30559;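 active means activation above that plate's cutoff, the mean activation of tested compounds plus 3 SD, cut at about 6.6% in these data, passing the limit was not always enough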;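 further: 100% uses oxytocin at 75 nM as the full agonist control; some results filed as inactive read as strong as hits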
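Replication – single well per compound, singlicate · Assay system – CHO cell line stably expressing human OTR · Timing – 6 min pre-incubation, 100 s read · Measure – normalized max/min fluorescence ratio, % activation · Doses – 3.0 µM, one dose · Detection – Fluo-8 calcium dye fluorescence · Probe or stimulus – oxytocin near EC15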
GPR7 antag – human neuropeptides B/W receptor 1 antagonism; P48145; GPR7-expressing cells, fluorescence antagonist assay; inhibition, % at 4.4 µM; actives 1.1% (n = 290,000); AID 1861; in the data active means inhibition above about 16%, passing the limit was not always enough;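 further: cells stimulated with the agonist NPW; 0% = agonist with vehicle and 100% = vehicle without agonist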
Target sequence (P48145 whole entry, looked up): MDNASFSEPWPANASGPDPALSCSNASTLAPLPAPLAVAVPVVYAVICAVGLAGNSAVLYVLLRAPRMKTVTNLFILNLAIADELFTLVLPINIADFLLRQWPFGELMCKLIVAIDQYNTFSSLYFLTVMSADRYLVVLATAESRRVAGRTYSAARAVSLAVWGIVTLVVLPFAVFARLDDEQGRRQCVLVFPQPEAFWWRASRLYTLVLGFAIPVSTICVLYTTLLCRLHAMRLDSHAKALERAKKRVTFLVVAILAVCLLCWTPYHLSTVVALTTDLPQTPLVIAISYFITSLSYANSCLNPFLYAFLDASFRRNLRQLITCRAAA
MEKK2mut PB1 HTS – signal of MEK5 binding to mutant human MEKK2 PB1 domain | bead flow cytometry, Alexa488-MEK5 binding to MEKK2 mutant | actives 0.35% (n = 290,000) | AID 1530 | percent response, % at 10 µM; in the data active means percent response above about 24%, passing the limit was not always enough; further: inactives centre near 1; some results filed as inactive read as strong as hits
NALP1 yeast inh – blocks the NALP1 inflammasome reconstituted in yeast | actives 0.61% (n = 280,000) | AID 2071 | inhibition, % at 10 µM | S. cerevisiae NALP1/ASC/caspase-1 growth, X-gal OD620, 72 h; in the data active means inhibition mostly above about 24%, no sharp cut-off; inactive means mostly below about 32%; further: some compounds called inactive have numbers as strong as hits
OXTR ag – activates the human oxytocin receptor; activation, % at 3 µM; CHO-OTR cells, Fluo-8 calcium fluorescence; normalized: DMSO 0%, oxytocin 100%; P30559; actives 0.32% (n = 320,000);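 active means activation above the mean of all tested compounds plus 3 SD, cutoff set per screening run, cut at about 20% in these data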;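 further: peak over basal fluorescence ratio from a 100 s FLIPR kinetic read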
MEKK2 WT-MEK5 – raises or lowers MEK5 binding to wildtype human MEKK2 PB1 domain | Q9Y2U5 | bead flow cytometry, Alexa488-MEK5 binding to MEKK2 WT; actives lie on both sides | binding response (% of control), % at 10 µM | actives 1.1% (n = 290,000) | AID 1531; in the data active means binding response below about 67% or above about 130%
V1aR counter – V1a receptor agonism, counter-screen for OXTR agonists | P37288 | CHO-V1R cells, Fluo-8 calcium fluorescence, agonist mode; 0% DMSO, 100% 3 nM vasopressin | activation, % at 3 µM | actives 0.25% (n = 320,000);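 active means activation above the mean activation of all tested compounds plus 3 SD, per screening run, cut at about 20% in these data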;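 further: signal is peak over basal fluorescence ratio across a 100 second FLIPR read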
Target sequence (P37288 whole entry, looked up): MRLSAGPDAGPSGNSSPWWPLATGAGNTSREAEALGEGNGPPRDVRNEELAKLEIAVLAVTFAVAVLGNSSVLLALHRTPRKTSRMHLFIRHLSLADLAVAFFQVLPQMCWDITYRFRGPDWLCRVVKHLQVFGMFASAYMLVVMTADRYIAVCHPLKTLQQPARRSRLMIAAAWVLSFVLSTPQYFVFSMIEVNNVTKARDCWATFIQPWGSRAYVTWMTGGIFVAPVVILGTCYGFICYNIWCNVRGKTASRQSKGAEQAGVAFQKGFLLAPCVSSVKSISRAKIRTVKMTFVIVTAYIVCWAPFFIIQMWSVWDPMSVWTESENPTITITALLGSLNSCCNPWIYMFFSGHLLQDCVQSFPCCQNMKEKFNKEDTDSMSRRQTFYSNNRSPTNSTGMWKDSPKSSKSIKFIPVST
M18AAP inhibitor – PfM18AAP enzyme inhibition. recombinant PfM18AAP, H-Glu-NHMec fluorogenic cleavage. inhibition, % at 7.35 µM. actives 1.2% (n = 290,000);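 active means inhibition above the campaign mean inhibition over all tested compounds plus 3 SD, cut at about 28% in these data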;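 further: 0% = plate median of test compound wells and 100% = 2 mM ZnCl2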
* hit, by the source's call.

For CN(Cc1ccccc1)C(=S)Nc1cccnc1 the results were GalR3 antagonist 7.1, OXTR potentiator 6.5, GPR7 antag 13.9, MEKK2mut PB1 HTS -8.0, NALP1 yeast inh 2.3, OXTR ag 1.3, MEKK2 WT-MEK5 87.0, V1aR counter 1.1 and M18AAP inhibitor -3.6.
For CC1CCN(C(=O)/C=C/c2ccc(C(C)(C)C)cc2)CC1 the results were GalR3 antagonist -6.4, OXTR potentiator -5.8, GPR7 antag 3.5, MEKK2mut PB1 HTS -1.0, NALP1 yeast inh 54.3, OXTR ag -3.0, MEKK2 WT-MEK5 101.0, V1aR counter 2.1 and M18AAP inhibitor -7.9.
O=C1NCCc2c1[nH]c1ccc([N+](=O)[O-])cc21 was read as GalR3 antagonist 3.2, OXTR potentiator -12.2, GPR7 antag -11.4, MEKK2mut PB1 HTS -13.0, NALP1 yeast inh 4.0, OXTR ag -0.3, MEKK2 WT-MEK5 90.0, V1aR counter 0.8 and M18AAP inhibitor 1.2.
Screening CC(C)(C)c1ccc(C(=O)NC(CC(=O)O)c2ccc(OC3CCCC3)cc2)cc1 (stereo unspecified) returned GalR3 antagonist -11.9, OXTR potentiator -1.1, GPR7 antag -14.1, MEKK2mut PB1 HTS 6.0, NALP1 yeast inh 7.3, OXTR ag 0.5, MEKK2 WT-MEK5 106.0, V1aR counter -0.4 and M18AAP inhibitor -1.2.
Screening CCOc1ccc(-c2c(C(=O)N/N=C/c3ccncc3)nnn2-c2nonc2N)cc1 returned GalR3 antagonist -1.9, OXTR potentiator -5.5, GPR7 antag 4.9, MEKK2mut PB1 HTS -5.0, NALP1 yeast inh 20.8, OXTR ag 0.3, MEKK2 WT-MEK5 98.0, V1aR counter 4.9 and M18AAP inhibitor -1.0.
Screening COc1ccc(S(=O)(=O)N2CCC(C(N)=O)CC2)c2ccccc12 returned GalR3 antagonist -2.9, OXTR potentiator -15.7, GPR7 antag -11.6, MEKK2mut PB1 HTS 0.0, OXTR ag 2.6, MEKK2 WT-MEK5 102.0, V1aR counter 0.4 and M18AAP inhibitor 2.2.
`Cc1c(NC(=S)NNC(=O)CCC(=O)O)c(=O)n(-c2ccccc2)n1C` gave GalR3 antagonist -6.7, OXTR potentiator 2.7, GPR7 antag -14.6, MEKK2mut PB1 HTS 2.0, OXTR ag -0.6, MEKK2 WT-MEK5 104.0, V1aR counter 0.5 and M18AAP inhibitor 14.9.
CCOc1ccccc1N1CC(C(=O)Nc2ccccc2N2CCCC2)CC1=O (stereo unspecified) was read as GalR3 antagonist -1.1, OXTR potentiator -10.0, OXTR ag -0.1 and V1aR counter 0.9.
CC(C)c1ccc(C(=O)Nc2ccc(CN3CCOCC3)cc2)cc1 was read as GalR3 antagonist -9.6, OXTR potentiator -5.4, GPR7 antag 2.6, MEKK2mut PB1 HTS 4.0, NALP1 yeast inh 12.3, OXTR ag 3.1, MEKK2 WT-MEK5 103.0, V1aR counter 2.6 and M18AAP inhibitor -7.9.
COc1ccc(-c2nc3ccccc3nc2-c2ccc(OC)c(OC)c2)cc1OC was read as GalR3 antagonist 0.0, OXTR potentiator -12.6, GPR7 antag -6.9, MEKK2mut PB1 HTS 5.0, NALP1 yeast inh 4.5, OXTR ag 0.1, MEKK2 WT-MEK5 106.0, V1aR counter 0.6 and M18AAP inhibitor 4.5.
Screening CC(=C1C2C=CC1C1C(=O)NC(=O)C21)c1ccccc1 (stereo unspecified) returned GalR3 antagonist -5.0, OXTR potentiator -6.5, GPR7 antag 11.9, MEKK2mut PB1 HTS -6.0, NALP1 yeast inh 22.3, OXTR ag -0.5, MEKK2 WT-MEK5 90.0, V1aR counter 0.1 and M18AAP inhibitor -3.9.
`CCOc1ccc(C(=O)N2CCN=C2SC)cc1OCC` gave GalR3 antagonist -2.0, OXTR potentiator -9.7, GPR7 antag -0.8, MEKK2mut PB1 HTS 2.0, NALP1 yeast inh 23.2, OXTR ag -1.4, MEKK2 WT-MEK5 105.0, V1aR counter 1.1 and M18AAP inhibitor 3.6.
Screening CC(C)c1ccc(N(C(=O)C(F)(F)F)C(C(=O)NC2CCCCC2)c2ccncc2)cc1 (stereo unspecified) returned GalR3 antagonist 1.9, OXTR potentiator -12.4, GPR7 antag 5.3, MEKK2mut PB1 HTS 2.0, NALP1 yeast inh 2.2, OXTR ag 1.8, MEKK2 WT-MEK5 100.0, V1aR counter 0.0 and M18AAP inhibitor -18.9.
O=C1CCC([N+](=O)[O-])C(C2CC=CCC2)N1 (stereo unspecified) was read as GalR3 antagonist -3.0, OXTR potentiator 2.8, OXTR ag 0.6 and V1aR counter 1.1.
`CC(C)C1Cc2c(sc3[nH]c(=S)n(Cc4ccccc4)c(=O)c23)CO1` (stereo unspecified) gave GalR3 antagonist -3.7, OXTR potentiator -18.4, GPR7 antag -4.7, NALP1 yeast inh 6.8, OXTR ag -1.2, V1aR counter 0.3 and M18AAP inhibitor 4.4.
O=C(c1cccnc1Cl)N(Cc1ccccc1)Cc1ccccc1 was read as GalR3 antagonist -1.1, OXTR potentiator -4.9, GPR7 antag -2.3, MEKK2mut PB1 HTS -6.0, NALP1 yeast inh -13.0, OXTR ag -1.3, MEKK2 WT-MEK5 94.0, V1aR counter 1.8 and M18AAP inhibitor -4.5.
Screening COc1cc(/C=C/C(=O)OCC(=O)Nc2cc(C)c(C)cc2[N+](=O)[O-])ccc1O returned GalR3 antagonist -3.6, OXTR potentiator -0.9, GPR7 antag -1.2, MEKK2mut PB1 HTS -4.0, OXTR ag -0.1, MEKK2 WT-MEK5 92.0, V1aR counter -0.3 and M18AAP inhibitor -5.1.
For Cc1cc(Nc2ccccc2)n2nc(C)c(-c3ccccc3)c2n1 the results were GalR3 antagonist -2.2, OXTR potentiator -9.4, GPR7 antag -11.8, MEKK2mut PB1 HTS -8.0, OXTR ag -1.8, MEKK2 WT-MEK5 97.0, V1aR counter -1.2 and M18AAP inhibitor -0.6.
For CCOc1ccc(C2N(c3ccc(OC)cc3)C(=O)C3CCCN32)cc1OC (stereo unspecified) the results were GalR3 antagonist -2.2, OXTR potentiator -15.7, GPR7 antag 6.2, MEKK2mut PB1 HTS 1.0, NALP1 yeast inh 2.1, OXTR ag 0.3, MEKK2 WT-MEK5 101.0, V1aR counter 0.8 and M18AAP inhibitor -0.5.
For Cc1ccc(OCC(=O)NNC(=S)NC(=O)C2CCCCC2)c(C)c1 the results were OXTR potentiator -7.8, GPR7 antag -6.4, MEKK2mut PB1 HTS 8.0, NALP1 yeast inh 2.5, OXTR ag 16.8, MEKK2 WT-MEK5 107.0, V1aR counter 6.5 and M18AAP inhibitor 11.3.
For O=C(Nc1cccc(S(=O)(=O)NC2=NCCCCC2)c1)C1COc2ccccc2O1 (stereo unspecified) the results were GalR3 antagonist 1.3, OXTR potentiator -0.4, GPR7 antag 0.3, NALP1 yeast inh -14.6, OXTR ag 1.3, V1aR counter 0.7 and M18AAP inhibitor -0.2.
Screening Cc1noc(C)c1C(=O)N1CCN(Cc2ccc3c(c2)OCO3)CC1 returned GalR3 antagonist 0.4, OXTR potentiator 0.4, GPR7 antag -10.6, MEKK2mut PB1 HTS 4.0, NALP1 yeast inh 11.4, OXTR ag 1.0, MEKK2 WT-MEK5 112.0, V1aR counter 1.0 and M18AAP inhibitor -0.4.
For COc1ccc(/C=N/N=C2/NC(=O)C(CC(=O)O)S2)cc1OS(=O)(=O)c1ccccc1 (stereo unspecified) the results were GalR3 antagonist -4.6, OXTR potentiator -7.6, GPR7 antag -6.6, MEKK2mut PB1 HTS -1.0, NALP1 yeast inh 11.3, OXTR ag -0.5, MEKK2 WT-MEK5 97.0, V1aR counter 0.1 and M18AAP inhibitor -8.3.
For CC(Oc1ccc(F)cc1)C(=O)Nc1cc(Cl)ccc1-n1cncn1 (stereo unspecified) the results were GalR3 antagonist 0.7, OXTR potentiator 1.1, OXTR ag -2.2 and V1aR counter -1.4.
For CC(C)c1ccc(/C=N/NC(=O)c2nnn(-c3nonc3N)c2CN(C)C2CCCCC2)cc1 the results were GalR3 antagonist -7.1, OXTR potentiator -5.7, GPR7 antag -10.0, MEKK2mut PB1 HTS 1.0, NALP1 yeast inh 0.4, OXTR ag 0.3, MEKK2 WT-MEK5 99.0, V1aR counter 1.8 and M18AAP inhibitor -0.1.
N#Cc1cc(C#N)c(N2CCN(c3cccc(Cl)n3)CC2)nc1N was read as GalR3 antagonist -6.2, OXTR potentiator -9.3, GPR7 antag 18.3, MEKK2mut PB1 HTS -1.0, NALP1 yeast inh -3.3, OXTR ag 5.1, MEKK2 WT-MEK5 99.0, V1aR counter 8.3 and M18AAP inhibitor 3.2.
For N#CCN(C(=O)COC(=O)CCCNC(=O)c1ccc(Cl)cc1)c1ccccc1 the results were GalR3 antagonist -4.5, OXTR potentiator -0.6, OXTR ag 3.7 and V1aR counter 2.9.
Screening COc1cccc(C(=O)NNC(=O)Cc2csc(N)n2)c1 returned GalR3 antagonist 0.7, OXTR potentiator -0.5, GPR7 antag 14.1, MEKK2mut PB1 HTS -9.0, NALP1 yeast inh -5.0, OXTR ag 0.7, MEKK2 WT-MEK5 85.0, V1aR counter 0.4 and M18AAP inhibitor 35.7*.
CC1(C)Cc2c(sc3nc4n(-c5ccccc5)c(=O)c(CCC(=O)O)nn4c(=O)c23)CO1 was read as GalR3 antagonist -3.8, OXTR potentiator -1.9, GPR7 antag 2.1, MEKK2mut PB1 HTS 0.0, NALP1 yeast inh -58.0, OXTR ag 1.4, MEKK2 WT-MEK5 99.0, V1aR counter 0.9 and M18AAP inhibitor -0.5.
Screening CN(C)/C=C/C(=O)c1ccc2noc(-c3cccc(F)c3)c2c1 returned GalR3 antagonist -3.8, OXTR potentiator -7.0, GPR7 antag -18.4, MEKK2mut PB1 HTS 1.0, NALP1 yeast inh 19.4, OXTR ag -1.5, MEKK2 WT-MEK5 103.0, V1aR counter 2.5 and M18AAP inhibitor 5.2.
For COc1cccc(CN(C)CC(=O)NC(=O)NCc2ccco2)c1 the results were GalR3 antagonist -7.6, OXTR potentiator -11.8, GPR7 antag 1.6, MEKK2mut PB1 HTS 2.0, NALP1 yeast inh 9.0, OXTR ag -1.7, MEKK2 WT-MEK5 97.0, V1aR counter 0.0 and M18AAP inhibitor 4.9.
For Cc1ccc(NC(=O)NC(=O)c2cnccc2C(F)(F)F)c(C)c1 the results were GalR3 antagonist -4.7, OXTR potentiator -5.3, GPR7 antag -18.0, MEKK2mut PB1 HTS 5.0, NALP1 yeast inh 31.5, OXTR ag -0.1, MEKK2 WT-MEK5 101.0, V1aR counter -0.7 and M18AAP inhibitor -9.8.

Compounds above that have two or more sulfur atoms:
`CC(C)C1Cc2c(sc3[nH]c(=S)n(Cc4ccccc4)c(=O)c23)CO1` (stereo unspecified) gave GalR3 antagonist -3.7, OXTR potentiator -18.4, GPR7 antag -4.7, NALP1 yeast inh 6.8, OXTR ag -1.2, V1aR counter 0.3 and M18AAP inhibitor 4.4.
For COc1ccc(/C=N/N=C2/NC(=O)C(CC(=O)O)S2)cc1OS(=O)(=O)c1ccccc1 (stereo unspecified) the results were GalR3 antagonist -4.6, OXTR potentiator -7.6, GPR7 antag -6.6, MEKK2mut PB1 HTS -1.0, NALP1 yeast inh 11.3, OXTR ag -0.5, MEKK2 WT-MEK5 97.0, V1aR counter 0.1 and M18AAP inhibitor -8.3.
